U2OS ROS induce = cancer cell ROS induction; ROS induction (% of piperlongumine), % at 10 µM; 46,000 tested, 2% active; U2OS ROS induction, H2DCF-DA fluorescence; in the data active = ROS induction above about 79%, passing the limit was not always enough; inconclusive = no clear call, values can overlap the other calls;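 note: 0% = DMSO vehicle median and 100% = reference compound median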
The depositor's hits bear a star; ? = inconclusive. Only part of the results is shown; count on the stated rates, not on these rows.

compound	U2OS ROS induce
COc1ccc(S(=O)(=O)N(C)CC(=O)NC2CCCC2)cc1	0
COc1ccc(NC(=O)N(C)C[C@@H]2Oc3ccc(NS(=O)(=O)c4ccc(Cl)cc4)cc3C(=O)N([C@@H](C)CO)C[C@@H]2C)cc1	2
Cc1noc(C)c1S(=O)(=O)Nc1ccc2c(c1)C(=O)N([C@H](C)CO)C[C@@H](C)[C@@H](CN(C)CC1CCCCC1)O2	-3
CN(C)[C@@H]1C(=O)C(C(N)=O)C(=O)[C@@]2(O)C(=O)C3C(=O)c4c(O)ccc(Cl)c4[C@@H](O)[C@H]3C[C@@H]12 (some centres not stated)	-8
COc1cc2ncnc(Nc3cccc(Br)c3)c2cc1OC	16
COc1cccc(OC)c1C(=O)Nc1cccc(C(=O)Nc2ccccc2C(=O)O)c1	-14
O=C(NCCC1=CCCCC1)c1ccc2c(c1)sc1nc(-c3ccccc3)cn12	69
COc1cccc(-c2nc(S(=O)(=O)c3ccc(C)cc3)c(N(C)C)o2)c1	-9
COc1ccc(C(=O)CC2(O)C(=O)N(Cc3ccccc3Cl)c3ccc(Cl)cc32)cc1OC (configuration not stated)	25
O=C(CC1C(=O)N(c2ccc(F)cc2)C(=O)N1Cc1ccccn1)Nc1ccccc1 (configuration not stated)	-2
N#CC1=C(SCC(=O)Nc2ccccc2C(=O)c2ccccc2)NC(=O)CC1c1ccccc1F (configuration not stated)	24
Cc1ccc(NC(=O)c2cc(=O)[nH]c(=O)[nH]2)cc1	-5
CCCCCCCCCCCCCC(=O)N[C@@H](C)[C@H](O)c1ccccc1	-1
Cc1ccc(S(=O)(=O)Nc2ccc3c(c2)C(=O)N([C@@H](C)CO)C[C@H](C)[C@H](CN(C)C)O3)cc1	1
Nc1nc(N(Cc2ccccc2)Cc2ccccc2)nc(C(F)(F)F)n1	6
C[C@@H]1CCCCO[C@H](CN(C)S(=O)(=O)c2ccccc2)[C@@H](C)CN([C@H](C)CO)C(=O)c2cc(NS(=O)(=O)c3cccs3)ccc2O1	21
CCOC(=O)c1ccccc1NC(=O)CN1C(=O)c2cccc3cccc1c23	3
NNC(=O)CCCNc1ccc(Cl)cc1	-7
C[C@@H]1CN([C@@H](C)CO)C(=O)CCCn2nncc2CO[C@H]1CN(C)CC1CCCCC1	6
Cc1ccc(S(=O)(=O)Nc2ccc3c(c2)C(=O)N([C@H](C)CO)C[C@@H](C)[C@@H](CN(C)S(=O)(=O)c2ccc(C)cc2)O3)cc1	7
O=C(Nc1ccccc1[N+](=O)[O-])c1cc(S(=O)(=O)Nc2ccccc2)ccc1Cl	1
CNC(=S)N(Cc1ccco1)C1CC(=O)N(c2ccccc2)C1=O (configuration not stated)	-1
C[C@H]1CN([C@@H](C)CO)C(=O)Cc2cc(NC(=O)Cc3ccccc3)ccc2O[C@@H]1CN(C)Cc1ccc(-c2ccccc2)cc1	63
COc1ccc(CN(C)C[C@H]2Oc3ccc(NS(=O)(=O)c4ccc(OC)cc4)cc3C(=O)N([C@@H](C)CO)C[C@H]2C)cc1	-12

Not a retest: entries from further up.
compound	U2OS ROS induce
CCCCCCCCCCCCCC(=O)N[C@@H](C)[C@H](O)c1ccccc1	-1
Cc1ccc(S(=O)(=O)Nc2ccc3c(c2)C(=O)N([C@@H](C)CO)C[C@H](C)[C@H](CN(C)C)O3)cc1	1
Nc1nc(N(Cc2ccccc2)Cc2ccccc2)nc(C(F)(F)F)n1	6
C[C@@H]1CCCCO[C@H](CN(C)S(=O)(=O)c2ccccc2)[C@@H](C)CN([C@H](C)CO)C(=O)c2cc(NS(=O)(=O)c3cccs3)ccc2O1	21
CCOC(=O)c1ccccc1NC(=O)CN1C(=O)c2cccc3cccc1c23	3
NNC(=O)CCCNc1ccc(Cl)cc1	-7

Continuation.
compound	U2OS ROS induce
COc1ccc(C(=O)CCC(=O)Nc2ccc(C(=O)O)cc2)cc1OC	-8
C[C@H]1CN([C@@H](C)CO)C(=O)CCCn2cc(nn2)CO[C@H]1CN(C)C(=O)Nc1ccccc1F	5
CNC[C@H]1OCc2cnnn2CCCC(=O)N([C@H](C)CO)C[C@H]1C	11
C[C@H](CO)N1C[C@H](C)[C@H](CN(C)C(=O)Nc2ccc(C(F)(F)F)cc2)Oc2c(NC(=O)C3CC3)cccc2C1=O	7
COc1ccc(S(=O)(=O)N(C)C[C@H]2Oc3ccc(NC(=O)CCCN(C)C)cc3C(=O)N([C@H](C)CO)C[C@H]2C)cc1	-19
C[C@H](CO)N1C[C@H](C)[C@@H](CN(C)S(=O)(=O)c2ccc(F)cc2)Oc2c(NC(=O)Nc3ccc(C(F)(F)F)cc3)cccc2C1=O	11
COC(=O)[C@@]1(Cc2ccccc2CN=[N+]=[N-])N=C(c2ccc(OCCCO)cc2)O[C@H]1c1ccccc1	13
O=C(Cn1cnc2ccccc2c1=O)Nc1ccc2c(c1)Cc1ccccc1-2	31
Cc1ccc(S(=O)(=O)Nc2ccc3c(c2)CC(=O)N([C@H](C)CO)C[C@@H](C)[C@@H](CN(C)C(=O)Nc2ccc4c(c2)OCO4)O3)cc1	-5
O=C(c1ccccc1)N1Cc2ccccc2[C@@H]2OC(c3ccc(OCCCO)cc3)=N[C@]2(CCS(=O)(=O)c2ccccc2)C1=O	37
Cc1onc(-c2ccccc2)c1C(=O)N1CCCN2C(=O)c3ccccc3C21 (configuration not stated)	7
C[C@H](CO)N1C[C@H](C)[C@@H](CN(C)Cc2ccc(C(=O)Nc3ccccc3N)cc2)Oc2ccc(NS(C)(=O)=O)cc2C1=O	4
O=C(NCCS(=O)(=O)Cc1ccc(F)cc1)c1c(F)cccc1Cl	-9
CCc1cccc(OCC(=O)Nc2cccc(-c3nnc(-c4ccccc4)o3)c2)c1	43
CC1CC(=O)C2=C(O1)OC1(C)CCC3(O)C(C)(C)C=CC(=O)C3(C)C1C2 (configuration not stated)	60
COc1ccc(S(=O)(=O)Nc2cccc3c2O[C@@H](CN(C)C(=O)Nc2ccc(F)cc2)[C@@H](C)CN([C@H](C)CO)C3=O)cc1	-7
COc1ccc(OC(C)C(=O)Nc2cc(OC)cc(OC)c2)cc1 (configuration not stated)	15
C[C@@H]1CN([C@@H](C)CO)C(=O)c2cccc(NC(=O)C3CCCCC3)c2O[C@@H]1CN(C)Cc1ccc(Cl)c(Cl)c1	7
COc1cccc(S(=O)(=O)N(C)C[C@@H]2Oc3ncc(-c4ccc(F)cc4)cc3C(=O)N([C@H](C)CO)C[C@@H]2C)c1	11
COc1ccc(S(=O)(=O)N(C)CC(=O)Nc2ccc(I)cc2)cc1OC	-10
COC(=O)CCCCCCC(=O)N/N=C/[C@@H]1CCCN1C(=O)OC(C)(C)C	11
COc1ccc(NC(=O)Nc2ccc3c(c2)CC(=O)N([C@H](C)CO)C[C@H](C)[C@H](CN(C)C(=O)Nc2ccc4c(c2)OCO4)O3)cc1	8
Cc1cc(C(=O)Nc2cccc3c2O[C@H](CN(C)S(=O)(=O)c2ccc(Cl)cc2)[C@@H](C)CN([C@H](C)CO)C3=O)n(C)n1	-5
C[C@H](CO)N1C[C@H](C)[C@H](CN(C)C(=O)Nc2ccccc2)Oc2ccc(NC(=O)Nc3ccc(C(F)(F)F)cc3)cc2C1=O	48
C[C@@H]1CN([C@H](C)CO)C(=O)c2cccc(NS(=O)(=O)c3ccc(F)cc3)c2O[C@@H]1CN(C)S(C)(=O)=O	-1
CCOC(=O)[C@H](CCc1ccccc1)N[C@H]1CCc2ccccc2N(CC(=O)O)C1=O	?
COc1ccc(S(=O)(=O)N(C)C[C@@H]2OCCCC[C@@H](C)Oc3ccc(NC(=O)CCCN(C)C)cc3C(=O)N([C@H](C)CO)C[C@@H]2C)cc1	8
C[C@@H]1CN([C@@H](C)CO)C(=O)c2cc(NC(=O)C3CC3)ccc2O[C@H]1CN(C)S(C)(=O)=O	-1
CNC[C@@H]1Oc2ccc(NC(=O)Nc3ccc4c(c3)OCO4)cc2C(=O)N([C@H](C)CO)C[C@@H]1C	-4
C[C@H](CO)N1C[C@H](C)[C@H](CN(C)CC2CC2)Oc2c(NS(=O)(=O)c3ccccc3)cccc2C1=O	-11
C[C@@H]1CCCCO[C@@H](CN(C)S(=O)(=O)c2cn(C)cn2)[C@@H](C)CN([C@H](C)CO)C(=O)c2cc(NC(=O)Nc3ccc(F)cc3)ccc2O1	-6
N#Cc1c(NC(=O)CSc2nc(-c3ccccc3)cc(C(F)(F)F)n2)sc2c1CCC2	16
C[C@H](CO)N1C[C@H](C)[C@H](CN(C)S(=O)(=O)c2ccc(F)cc2)Oc2c(NC(=O)Nc3ccc4c(c3)OCO4)cccc2C1=O	14
O=c1cc(-c2ccccc2)nc2nc(NCc3cccc([N+](=O)[O-])c3)[nH]n12	-2
C=CCN1C(=O)[C@]2(O[C@H](CCn3cc([C@H](O)c4ccccc4)nn3)[C@@H]([Si](C)(C)c3ccc(OC)cc3)[C@@H]2C)c2cc(N3CCOC3=O)ccc21	?
CC12CC3(C)CC(C)(C1)CC(C(=O)NC(=S)NC(C)(C)C)(C2)C3	53
C[C@@H]1CN([C@@H](C)CO)C(=O)CCCn2nncc2CO[C@H]1CN(C)C(=O)Nc1ccccc1	58
O=C(COc1ccc2ccccc2c1Br)NCc1ccco1	9
NS(=O)(=O)c1ccc(NC(=O)CC2c3ccccc3Oc3ccccc32)cc1	-23
C[C@@H]1CN([C@H](C)CO)C(=O)Cc2cc(NC(=O)NC3CCCCC3)ccc2O[C@H]1CN(C)S(=O)(=O)c1ccc(F)cc1	30
CCOc1ccc(NC(=O)C(C)Oc2ccccc2)cc1 (configuration not stated)	-7
COc1ccc(S(=O)(=O)N(C)C[C@H]2Oc3c(NC(=O)NC(C)C)cccc3C(=O)N([C@H](C)CO)C[C@@H]2C)cc1	4
CS(=O)(=O)N(CC(=O)Nc1cccc2ccccc12)c1ccc(I)cc1	5
C[C@@H]1CN([C@@H](C)CO)C(=O)c2cc(NS(C)(=O)=O)ccc2O[C@@H]1CN(C)C(=O)Nc1ccc2c(c1)OCO2	4
COC(=O)c1ccc(NC(=O)CSc2nnc(C)s2)cc1	-2
COc1ccc(-n2nnnc2SCC(=O)c2ccc(O)c(O)c2)cc1	0
Cc1nn(CC(=O)Nc2ccc(C(=O)N(C)C)cc2)c(=O)c2ccccc12	-7
COc1ccc(NC(=O)N(C)C[C@H]2Oc3ccc(NC(=O)Nc4cccc5ccccc45)cc3C(=O)N([C@H](C)CO)C[C@H]2C)cc1	-9
Cc1ccc(Cl)cc1N(CC(=O)O)S(C)(=O)=O	-12
CCn1c(SCC(=O)Nc2ccc(Cl)c(Cl)c2)nnc1-c1cccnc1	40
N#CC(C#N)=C(N)Nc1ccccc1	-9
CC1(C)OC(=O)C=C(c2ccc(Cl)cc2)O1	-6
COc1ccccc1-c1nnc(SCC(=O)c2ccc([N+](=O)[O-])cc2)o1	23
CCOC(=O)c1cc(COc2c(Cl)cccc2Cl)on1	9
COc1ccc(NC(=O)Nc2ccc3c(c2)C(=O)N([C@H](C)CO)C[C@H](C)[C@@H](CN(C)Cc2ccc(Cl)c(Cl)c2)OCCCC[C@@H](C)O3)cc1	11
CC(C)NC(=O)N(C)C[C@@H]1Oc2c(cccc2N(C)C)C(=O)N([C@@H](C)CO)C[C@@H]1C	-10
CN1CCN(C(=O)CN(c2cccc([N+](=O)[O-])c2)S(C)(=O)=O)CC1	-7
C[C@H](CO)N1C[C@H](C)[C@H](CN(C)S(C)(=O)=O)Oc2c(NC(=O)C3CCOCC3)cccc2C1=O	4
CC(C)NC(=O)N(C)C[C@@H]1Oc2c(NC(=O)Nc3ccc(F)cc3)cccc2C(=O)N([C@H](C)CO)C[C@H]1C	5
Cc1noc(C)c1NC(=O)Nc1ccc2c(c1)C(=O)N([C@@H](C)CO)C[C@@H](C)[C@H](CN(C)Cc1ccc(C(F)(F)F)cc1)O2	2

(cont.)
compound	U2OS ROS induce
CN(C)C(=O)[C@@]1(Cc2ccccc2CN=[N+]=[N-])N=C(c2ccc(OCCCO)cc2)O[C@H]1c1ccccc1	49
Cc1ccc(S(=O)(=O)N(C)C[C@@H]2Oc3ccc(NC(=O)NC(C)C)cc3C(=O)N([C@H](C)CO)C[C@@H]2C)cc1	25
C[C@@H]1CN([C@H](C)CO)C(=O)c2cccc(NC(=O)CCCCCC(=O)Nc3ccccc3N)c2O[C@@H]1CN(C)Cc1ccncc1	-13
Cn1c(SCc2ccccc2)nc2c([nH]c3ccccc32)c1=O	-5
C[C@H](CO)N1C[C@H](C)[C@H](CN(C)S(=O)(=O)c2cccs2)Oc2ccc(NC(=O)Nc3ccc(C(F)(F)F)cc3)cc2C1=O	11
COc1ccc(CN(C)C[C@@H]2Oc3ccc(NC(=O)C4CCCCC4)cc3C(=O)N([C@H](C)CO)C[C@@H]2C)cc1	8
C[C@@H]1CN([C@@H](C)CO)C(=O)c2cc(NC(=O)Cc3cn(C)c4ccccc34)ccc2O[C@H]1CN(C)Cc1ccc2c(c1)OCO2	20
CCC1=NN(C(=O)C(C)C)C(O)(c2ccc(Br)cc2)C1 (configuration not stated)	2
C[C@H]1CN([C@@H](C)CO)C(=O)c2cccc(NC(=O)Nc3ccc(C(F)(F)F)cc3)c2O[C@H]1CN(C)S(=O)(=O)c1ccc(Cl)cc1	24
C[C@H]1CN([C@@H](C)CO)C(=O)Cc2cc(NS(=O)(=O)c3cn(C)cn3)ccc2O[C@H]1CN(C)Cc1ccc(C(=O)O)cc1	-8
COc1ccc(NC(=O)Nc2ccc3c(c2)C(=O)N([C@H](C)CO)C[C@@H](C)[C@H](CN(C)C(=O)Nc2c(C)noc2C)O3)cc1	-6

Compound activity as filed in PubChem BioAssay.
